Source: PubChem BioAssay
dFosB act: activators of mouse delta FosB homodimer | P13346 | purified delta FosB, TAMRA-CDK5 oligo fluorescence polarization; percent of positive-control signal above neutral wells | activation, % at 25 µM | actives 0.99% (n = 340,000) | AID 493131;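 active = mean activation above about 17%, with every replicate also reaching it, limit read from the data, passing the limit was not always enough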;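 note: fluorescence polarization rise as delta FosB binds a TAMRA Cdk5 AP-1 oligo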
Arrestin-AP2 inh: blocks beta-arrestin peptide binding to AP2 adaptin; actives 0.31% (n = 340,000); FITC-arrestin peptide / GST-AP2 beads, flow cytometry; AP2 beta2 appendage carries R879A mutation; inhibition, % at 10 µM;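 active = inhibition above a set limit, near 3 SD of compounds lacking own fluorescence, cut at about 54% in these data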;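 note: plate controls were DMSO wells for no effect and 5 µM unlabelled arrestin peptide for full effect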
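Assay system: GST-AP2 R879A bound to glutathione beads, E. coli-expressed; Medium: PBS with 0.05% Tween 20 and 0.1% BSA; Also added: fluorescein-tagged arrestin peptide at 50 nM final; Timing: 12 min plus 1 h, RT; Measured by: flow cytometry, FL1 (488/535 nm); Evaluation: percent drop in bead-associated FITC signal.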
Mot1-301 SUMO: inhibitors of SUMOylation pathway: yeast Mot1-301 growth rescue. S. cerevisiae Mot1-301 growth rescue, ATP luminescence, 38.5C; percent above DMSO median, 100 means doubled. growth rescue, % at 18.8 µM. actives 1% (n = 320,000). AID 2716;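 active = every valid replicate shows activation above 250% relative to neutral control wells; inactive = the rest, any valid replicate at or below 250%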;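 note: OY570 slx delta 5 strain wells were the positive control but not used for scaling; some compounds called inactive have numbers as strong as hits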
DSG3 Ab inh: human desmoglein-3 autoantibody binding inhibition | P32926 | DSG3-coupled beads, scFv-anti-DSG3-GFP binding, flow cytometry; hits give low values | binding (percent of control), % at 10 µM | actives 0.48% (n = 310,000) | AID 588358;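 active = binding more than 3 SD below its plate's average and above zero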;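 note: hits lower antibody fragment binding to DSG3; some compounds called inactive have numbers as strong as hits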
SR-BI HDL uptake: inhibitors of mouse SR-BI mediated HDL lipid uptake. Q61009. ldlA[mSR-BI] CHO cells, DiI-HDL uptake fluorescence, 3 h. inhibition, % at 12.5 µM. actives 0.96% (n = 320,000). AID 488896;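 active = mean replicate inhibition of at least 70% and a set share of replicates each scoring 70 or more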;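 note: 0% = median of neutral control wells and 100% = median of positive control wells; values of inactives mirror those of a sister screen read the other way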
PKA-R2B activ: activates the human PKA-R2B holoenzyme complex. activation, % at 11.4 µM. PKA-R2B holoenzyme dissociation, Cy5-IP20 fluorescence polarization; R2B truncated from residue 108, S112A mutant; 0% DMSO only, 100% 113 µM cGMP. actives 0.079% (n = 340,000);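 active = activation above a cutoff set at the mean over all compounds plus 3 SD, cut at about 18% in these data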;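 note: higher means more holoenzyme dissociation and a rise in polarization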
CDK5 inh: inhibitors of human CDK5/p35 kinase. actives 0.01% (n = 330,000). Q00535+Q15078. Recombinant CDK5/p35, ADP-Glo luminescence, 60 min. inhibition, % at 10 µM;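 active = highest replicate inhibition of at least 50% and at least 75% of replicates reaching 50%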;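 note: plate controls were DMSO neutral control for no effect and GW8510 at 10 µM for full effect; many of its hits are not listed in these tables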
MITF act: MITF TRPM1 promoter activation in melanoma cells | SK-MEL-5 TRPM1-promoter luciferase, 24 h; % of positive control, neutral wells = 0 | activation, % at 12.5 µM | actives 0.75% (n = 300,000);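 active = mean activation of at least 80% with every replicate also reaching 80%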;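 note: 0% = neutral control wells and 100% = parthenolide positive control wells; values of inactives mirror those of a sister screen read the other way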
SR-BI DiI-HDL act: enhances SR-BI lipid uptake from DiI-HDL; CHO ldlA[mSR-BI] cells, DiI-HDL uptake fluorescence, 3 h; 100 = double the neutral-control signal; activation, % at 12.5 µM; actives 0.096% (n = 320,000); AID 504775;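 active = mean replicate activation of at least 60% and every replicate at or above 60%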;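 note: 0% = median plate neutral-control signal and 100% = twice that signal; values of inactives mirror those of a sister screen read the other way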
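Material – SR-BI-overexpressing, LDLR-lacking CHO cells · Medium – BSA-supplemented, HEPES-buffered Ham's F12, pH 7.4 · Doses – single concentration · Times – compound with DiI-HDL co-incubation, 3 h at 37 °C · Measured by – bottom-read fluorescence, 550/595 nm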
PKA-R1A act: PKA-R1A complex activation; P00514+P68181; AID 504707; actives 0.083% (n = 340,000); activation, % at 11.4 µM; PKA-R1A dissociation, Cy5-IP20 fluorescence polarization; scaled: DMSO 0%, 113 µM cGMP 100%;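 active = percent activation above the mean of all tested compounds plus 3 SD, cut at about 19% in these data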;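 note: higher means more PKAc released from R1A so a rise in polarization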
NSD2 inh: blocks human histone methyltransferase NSD2; NSD2 peptide methylation, AlphaScreen, 120 min; inhibition, % at 12.5 µM; actives 0.54% (n = 310,000); AID 743445; in the data active = inhibition above about 50%
Target sequence (O96028 whole entry, looked up): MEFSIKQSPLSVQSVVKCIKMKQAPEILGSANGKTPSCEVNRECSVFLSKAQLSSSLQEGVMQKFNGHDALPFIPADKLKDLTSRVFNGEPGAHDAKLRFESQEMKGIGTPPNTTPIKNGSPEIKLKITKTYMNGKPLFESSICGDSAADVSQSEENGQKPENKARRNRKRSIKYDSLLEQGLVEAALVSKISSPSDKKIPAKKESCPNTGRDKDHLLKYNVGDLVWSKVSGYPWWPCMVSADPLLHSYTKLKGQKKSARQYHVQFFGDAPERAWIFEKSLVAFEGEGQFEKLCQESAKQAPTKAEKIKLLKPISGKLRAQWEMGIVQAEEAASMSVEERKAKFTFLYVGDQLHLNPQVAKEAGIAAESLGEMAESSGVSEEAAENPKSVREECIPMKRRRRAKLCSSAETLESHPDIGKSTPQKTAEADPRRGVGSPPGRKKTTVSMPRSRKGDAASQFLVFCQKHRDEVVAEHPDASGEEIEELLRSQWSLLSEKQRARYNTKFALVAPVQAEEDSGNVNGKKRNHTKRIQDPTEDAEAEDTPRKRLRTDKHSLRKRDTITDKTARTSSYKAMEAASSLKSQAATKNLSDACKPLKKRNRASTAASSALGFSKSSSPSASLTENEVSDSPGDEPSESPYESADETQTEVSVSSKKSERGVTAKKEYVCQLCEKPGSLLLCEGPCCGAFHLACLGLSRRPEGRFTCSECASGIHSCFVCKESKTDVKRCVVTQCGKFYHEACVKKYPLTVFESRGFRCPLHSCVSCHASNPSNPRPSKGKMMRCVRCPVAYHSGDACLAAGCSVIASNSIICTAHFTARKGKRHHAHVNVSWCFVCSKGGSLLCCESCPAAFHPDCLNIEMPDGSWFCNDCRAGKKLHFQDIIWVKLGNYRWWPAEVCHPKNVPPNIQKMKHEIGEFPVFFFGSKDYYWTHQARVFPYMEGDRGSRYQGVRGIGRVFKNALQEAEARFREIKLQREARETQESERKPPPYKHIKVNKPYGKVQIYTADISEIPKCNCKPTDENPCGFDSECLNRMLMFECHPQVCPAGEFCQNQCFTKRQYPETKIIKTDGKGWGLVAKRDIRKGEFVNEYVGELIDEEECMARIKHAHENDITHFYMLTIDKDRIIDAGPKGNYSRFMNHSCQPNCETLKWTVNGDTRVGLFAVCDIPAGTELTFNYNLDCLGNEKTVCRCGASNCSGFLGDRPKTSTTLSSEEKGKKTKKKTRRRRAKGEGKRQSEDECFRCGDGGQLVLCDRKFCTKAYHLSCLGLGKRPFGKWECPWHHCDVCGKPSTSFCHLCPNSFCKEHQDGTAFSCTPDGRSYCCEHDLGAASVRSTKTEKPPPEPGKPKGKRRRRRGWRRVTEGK
Active calls of the source: *; x = not tested or not shown.

SMILES	dFosB act	Arrestin-AP2 inh	Mot1-301 SUMO	DSG3 Ab inh	SR-BI HDL uptake	PKA-R2B activ	CDK5 inh	MITF act	SR-BI DiI-HDL act	PKA-R1A act	NSD2 inh
CC(C)(C)[C@H]1C=C(C(=O)NC2CC2)O[C@@H](OCCCCO)C1	-6	12	0	107	1	0	0.2	3	-1	0	x
CNC(=O)c1ccccc1-c1cn(C)c2ccccc2c1=O	-6	-6	9	113	-24	-5	-0.9	14	24	4	14
Cc1ccc(Cl)cc1N(CC(=O)NC(C)c1ccccc1)S(C)(=O)=O (centres undefined)	-19	-2	-17	114	18	-14	-1.0	x	-18	-6	-4
COc1ccccc1NC(=O)C(C)OC(=O)CN1C(=O)C2CC=CCC2C1=O (centres undefined)	5	-14	-20	104	-3	13	0.2	0	3	8	-2
COc1ccc(/C=C2\CCc3ccccc3C2=O)cc1O	-13	-1	75	106	14	-5	7.4	13	-14	10	14
O=C(COc1ccc(F)cc1)NCC1(N2CCCCC2)CCCCC1	1	1	x	102	-7	2	0.3	1	7	-12	-1
Cc1cccc2sc(N(CCCN(C)C)C(=O)c3cc4ccccc4oc3=O)nc12	7	3	0	124	-8	6	0.6	-4	8	-5	0
CC(OC(=O)c1ccc(Cl)c([N+](=O)[O-])c1)C(=O)N1CCN(Cc2ccccc2)CC1 (centres undefined)	-11	3	10	97	56	-5	0.2	-16	-56	9	0
O=C(O)c1ccc(Nc2ccc(Cl)c(Cl)c2)c([N+](=O)[O-])c1	0	22	-1	x	8	5	0.4	-5	-8	4	2
COCCNC(=O)c1cn(C)c2ccccc2c1=O	-1	-16	6	112	-36	0	-4.2	-8	36	-9	-3
C#CCOCCOCCOCCNc1nc(N2CCN(C(=O)CCCCCCCCCCNC(=O)[C@@H](CCSC)n3cc(CCO)nn3)CC2)nc(N2CCN(C(=O)CCCCCCCCCCNC(=O)[C@@H]([C@H](C)O)n3cc(C)nn3)CC2)n1	-5	0	1	118	-6	-2	0.1	-23	6	-3	x
O=C(NCC1CCCO1)c1onc(CSc2cccc(Cl)c2)c1C(=O)O (centres undefined)	0	-1	-4	102	-11	5	-0.1	2	11	-5	x
O=C(NCC1CCCN1S(=O)(=O)c1cccs1)c1ccc(F)c(F)c1 (centres undefined)	-10	13	-14	105	25	-3	-0.7	-4	-25	4	0
Cc1nc2ccc(S(=O)(=O)NCC(=O)N3CCc4ccccc43)cc2s1	-3	2	x	98	-4	-1	-2.7	-2	4	-1	x
CCOc1ccc(N(C(=O)c2snc(C(N)=O)c2N)C(C(=O)NC2CCCC2)C(C)C)cc1 (centres undefined)	-14	-7	-7	x	-15	-9	0.0	7	15	-5	3
NNC(=O)c1nc[nH]c1C(=O)Nc1ccccc1[N+](=O)[O-]	-9	19	0	110	12	-6	0.2	9	-12	-8	-1
O=C(Nc1cccc(Cl)c1Cl)C1CC(=O)N(c2ccc(Br)cc2)C1 (centres undefined)	7	5	0	83	-12	1	1.7	-20	12	-6	-3
O=C(CNS(=O)(=O)c1ccccc1)N1CCN(c2ccccc2)CC1	-5	7	2	100	3	-6	-0.7	1	-3	-1	2
Cc1nnc(NC(=O)CCN2C(=O)/C(=C\c3ccccc3)SC2=S)s1	2	-10	-10	107	20	-7	3.1	-3	-20	-13	-2
O=C(O)CCCCCCCCc1cn(Cc2ccc(C(=O)c3ccccc3)cc2)nn1	-3	24	-7	101	-3	7	-1.2	-31	3	5	x
CCOC(=O)c1sc(NC(=O)CCc2ccccc2)nc1C	16	-14	81	103	39	0	-0.9	x	-39	-9	-2
O=c1c(-c2ccccc2)c(O)nc(SCCN2CCOCC2)n1-c1ccccc1	-3	-2	-7	104	-33	5	-1.7	-16	33	-9	0
O=[N+]([O-])c1cccnc1N1CCC(c2cc(-c3ccc(Cl)cc3Cl)n[nH]2)CC1	-4	8	-12	x	39	0	1.2	-1	-39	-6	-2
N#Cc1c2n(c(=O)[nH]c1=O)CCCCC2	1	4	220	101	-12	1	-0.4	-8	12	-4	2
COC(=O)c1sc(NC(=O)COc2ccccc2C)nc1C	-13	-15	-2	99	-2	-7	-0.9	44	2	-1	0

Of the compounds above, these have a Cl atom:
SMILES	dFosB act	Arrestin-AP2 inh	Mot1-301 SUMO	DSG3 Ab inh	SR-BI HDL uptake	PKA-R2B activ	CDK5 inh	MITF act	SR-BI DiI-HDL act	PKA-R1A act	NSD2 inh
Cc1ccc(Cl)cc1N(CC(=O)NC(C)c1ccccc1)S(C)(=O)=O (centres undefined)	-19	-2	-17	114	18	-14	-1.0	x	-18	-6	-4
CC(OC(=O)c1ccc(Cl)c([N+](=O)[O-])c1)C(=O)N1CCN(Cc2ccccc2)CC1 (centres undefined)	-11	3	10	97	56	-5	0.2	-16	-56	9	0
O=C(O)c1ccc(Nc2ccc(Cl)c(Cl)c2)c([N+](=O)[O-])c1	0	22	-1	x	8	5	0.4	-5	-8	4	2
O=C(NCC1CCCO1)c1onc(CSc2cccc(Cl)c2)c1C(=O)O (centres undefined)	0	-1	-4	102	-11	5	-0.1	2	11	-5	x
O=C(Nc1cccc(Cl)c1Cl)C1CC(=O)N(c2ccc(Br)cc2)C1 (centres undefined)	7	5	0	83	-12	1	1.7	-20	12	-6	-3
O=[N+]([O-])c1cccnc1N1CCC(c2cc(-c3ccc(Cl)cc3Cl)n[nH]2)CC1	-4	8	-12	x	39	0	1.2	-1	-39	-6	-2

Going on with the list.
SMILES	dFosB act	Arrestin-AP2 inh	Mot1-301 SUMO	DSG3 Ab inh	SR-BI HDL uptake	PKA-R2B activ	CDK5 inh	MITF act	SR-BI DiI-HDL act	PKA-R1A act	NSD2 inh
Cc1ccn2cc(-c3cccc(S(=O)(=O)N4CC(C)OC(C)C4)c3)nc2c1 (centres undefined)	-6	1	-12	86	6	-1	-2.8	0	-6	-14	24
O=S(=O)(c1cccc(C(F)(F)F)c1)N1CCN(c2nnnn2-c2ccccc2)CC1	-4	-1	214	90	-25	6	0.2	-2	25	-16	0
Cc1cc(N2CCN(C(=O)Nc3ccccc3C#N)CC2)c2ccccc2n1	4	25	206	116	-23	-3	0.9	-6	23	-3	2
CCCNC(=O)C1Cc2cc(S(=O)(=O)N3CCCC3)ccc2N1C(C)=O (centres undefined)	4	-2	60	104	-8	3	1.8	-4	8	10	-2
Cn1c(=NC(=O)c2ccco2)sc2ccccc21	-16	-8	-8	92	3	2	2.2	-13	-3	0	0
Cc1cc(C)c(-n2c(SCC(=O)N3CCOCC3)n[nH]c2=O)c(C)c1	-4	-9	-12	90	-23	-4	-1.3	-5	23	8	0
COc1ccc(CCC(C)NC(=O)CCc2ccccc2)c(OC)c1 (centres undefined)	2	32	20	101	37	-10	0.6	6	-37	6	-2
CCOc1ccc(S(=O)(=O)Nc2cccc(C(=O)NCC(c3ccccc3)N(C)C)c2)cc1 (centres undefined)	-8	-1	30	109	0	-4	-14	2	0	-6	-5
O=C(NCC(=O)N1CCN(Cc2c(F)cccc2Cl)CC1)c1cccc(Cl)c1	-8	4	x	104	20	-21	0.1	-12	-20	1	0
C#CCCOC(=O)N1C2=NC(C(=O)OC)=C(C(=O)OC)[C@@H]3N(CC=C)c4ccccc4[C@]23C[C@H]1C(=O)OC	2	-7	-17	99	-8	-1	-0.6	7	8	10	x
COc1cccc2cc(C(=O)CC3(O)C(=O)N(Cc4ccccc4)c4ccccc43)c(=O)oc12 (centres undefined)	10	5	17	100	5	-8	1.0	2	-5	0	4
O=c1[nH]c2ccccc2[nH]c1=O	-3	0	8	86	-19	-6	-3.5	8	19	-9	1
COc1ccc(CCNC(=O)C(=O)NCC2OCCN2S(=O)(=O)c2ccc(OC)c(C)c2)cc1 (centres undefined)	-3	-1	1	111	2	-3	1.4	x	-2	-1	x
CCOC(=O)c1nn(-c2cccc(OC)c2)c(-c2ccccc2)c1C(=O)c1ccccc1	-1	-4	x	104	8	-1	-1.3	-15	-8	-9	17
CCOC(=O)C1=C(c2ccccc2)NC(N)=NC1c1ccc(OCc2ccc(C(=O)OC)cc2)cc1 (centres undefined)	-50	27	1	109	x	8	1.2	-7	x	-7	6
O=S(=O)(c1ccc2nc(COc3ccc(Cl)cc3Cl)[nH]c2c1)N1CCOCC1	-8	15	-5	79	43	-2	-1.4	-10	-43	-7	-3
COc1cccc(-c2onc3ccc(C(=O)/C=C/N(C)C)cc23)c1	-5	-3	1	90	17	-8	1.4	-10	-17	1	-1
O=C(/C=C/Sc1ccccc1)c1ccccc1	-10	7	41	119	-10	-7	0.5	-8	10	-8	x
Cc1cc(C(=O)OCC(=O)N2CCOCC2)c(C)n1-c1ccccc1	-2	17	-13	x	6	5	-0.8	25	x	7	4
O=C1CCSc2ccc(Cl)cc2N1Cc1ccc(Cl)cc1	-4	-3	228	x	16	1	0.7	11	-16	-2	-1
O=C(Cn1ncc2c1-c1ccccc1OC2)N1CCN(Cc2ccc3c(c2)OCO3)CC1	-2	-4	-4	81	-23	-13	1.2	-4	23	-16	x

Reformatted as labelled records: entries from further up.
> O=c1[nH]c2ccccc2[nH]c1=O
  dFosB act: -3 | Arrestin-AP2 inh: 0 | Mot1-301 SUMO: 8 | DSG3 Ab inh: 86 | SR-BI HDL uptake: -19 | PKA-R2B activ: -6 | CDK5 inh: -3.5 | MITF act: 8 | SR-BI DiI-HDL act: 19 | PKA-R1A act: -9 | NSD2 inh: 1

> C#CCCOC(=O)N1C2=NC(C(=O)OC)=C(C(=O)OC)[C@@H]3N(CC=C)c4ccccc4[C@]23C[C@H]1C(=O)OC
  dFosB act: 2 | Arrestin-AP2 inh: -7 | Mot1-301 SUMO: -17 | DSG3 Ab inh: 99 | SR-BI HDL uptake: -8 | PKA-R2B activ: -1 | CDK5 inh: -0.6 | MITF act: 7 | SR-BI DiI-HDL act: 8 | PKA-R1A act: 10 | NSD2 inh: x
